# Screens: PubChem BioAssay, National Center for Advancing Translational Sciences (NCATS)
# Sm TGR block: S. mansoni TGR enzyme inhibition. purified TGR, DTNB reduction, TNB absorbance 405 nm. Potency, µM (series often up to 114 µM), without a hit: top-dose activity change, negative = inhibition, actives largely listed as inhibitors. 360,000 compounds, 3% hits; note: potency is the fitted concentration of half-maximal effect; nearly all actives have a fitted effect of over 60% in size
#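 Kinetic colorimetric format: TGR-catalysed, NADPH-driven DTNB reduction monitored via TNB absorbance. Enzyme dispensed at 20 nM; compound exposure 15 min at room temperature before reaction start.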
# AMA1 RON2 block: inhibitors of Plasmodium falciparum AMA1-RON2 interaction. AlphaScreen AMA1-biotinylated RON2 peptide binding. Potency, µM (highest dose often 58.2 µM), for inactives: at the top dose activity change, negative = inhibition, usual class: inhibitors. 360,000 compounds, 0.2% hits;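 note: potency is the fitted concentration of half-maximal effect; 0% = vehicle wells and -100% = peptide control; nearly all actives have a fitted effect of over 45% in size; some results filed as inactive show a strong effect at the top dose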
#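 AMA1 (3D7) with his tag at 25 nM final met compounds first, then biotinylated RON2 peptide at 25 nM; detection used donor plus acceptor beads, 10 µg/mL apiece, read by AlphaScreen after 30 min at room temperature.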
# HCMV antiviral: human cytomegalovirus inhibition. HFF cells, HCMV-luciferase reporter, 72 h; hits give low values. activity change, negative = inhibition, % at 57.5 µM. 410,000 compounds, 4.5% hits. AID 1259415; in the data active = activity change below about -60%; inconclusive = no clear call, values can overlap the other calls; inactive = above about -39%
#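 HFF cells seeded 16 h at 37C, treated with compounds, infected with luciferase-reporter HCMV at MOI 1 PFU/cell; luciferase read at 72 h post infection, normalized to buffer-only and Salinomycin controls.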
# AmpC no deterg: inhibitors of E. coli AmpC beta-lactamase without detergent; P00811; AmpC nitrocefin hydrolysis, absorbance 480 nm, 0.0001% Triton; Potency, µM (titrated, usually from 57.1 µM), for inactives: at the highest dose activity change, negative = inhibition, usual class: inhibitors; 330,000 compounds, 0.52% hits;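 note: potency is the fitted concentration of half-maximal effect; plate controls were no compound for no effect and no enzyme for full effect; nearly all actives have a fitted effect of over 20% in size; some results filed as inactive show a strong effect at the top dose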
# Target sequence (P00811 whole entry, looked up): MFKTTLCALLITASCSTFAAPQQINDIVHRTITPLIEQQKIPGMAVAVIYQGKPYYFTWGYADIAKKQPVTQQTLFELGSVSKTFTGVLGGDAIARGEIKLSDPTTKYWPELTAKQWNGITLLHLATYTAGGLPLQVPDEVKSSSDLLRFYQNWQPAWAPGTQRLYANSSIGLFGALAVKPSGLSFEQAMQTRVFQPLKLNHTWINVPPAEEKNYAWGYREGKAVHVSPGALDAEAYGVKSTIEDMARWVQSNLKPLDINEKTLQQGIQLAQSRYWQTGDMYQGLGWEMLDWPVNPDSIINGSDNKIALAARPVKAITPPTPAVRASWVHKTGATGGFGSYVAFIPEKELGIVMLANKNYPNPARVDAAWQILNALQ
#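 AmpC (5.3 nM in the dispensed reagent) in 20 mM phosphate pH 7.0 with 0.01% (detergent screen) or 0.0001% Triton X-100 was preincubated with compounds for 15 min at room temperature. Nitrocefin was then added from an 800 uM solution, and hydrolysis was followed at 480 nm.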
# Giardia FBPA inh: Giardia lamblia aldolase inhibition. A8B2U2. purified Giardia FBPA. Potency, µM (top dose mostly 59.6 µM), for the others: at the highest dose activity, negative = inhibition, most hits filed as inhibitors. 290,000 compounds, 0.71% hits. AID 2451; note: potency is the fitted concentration of half-maximal effect; nearly all actives have a fitted effect of over 55% in size
# Target sequence (A8B2U2 whole entry, looked up): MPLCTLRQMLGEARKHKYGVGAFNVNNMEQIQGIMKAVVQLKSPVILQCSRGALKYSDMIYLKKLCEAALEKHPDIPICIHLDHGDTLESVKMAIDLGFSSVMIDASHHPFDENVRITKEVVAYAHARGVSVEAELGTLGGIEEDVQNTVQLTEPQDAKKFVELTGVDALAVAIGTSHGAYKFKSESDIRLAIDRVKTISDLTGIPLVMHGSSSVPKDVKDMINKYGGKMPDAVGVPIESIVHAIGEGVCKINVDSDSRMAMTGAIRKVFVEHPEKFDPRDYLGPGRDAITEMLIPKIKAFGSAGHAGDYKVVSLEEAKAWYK
#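 40 nM FBPA preincubated 10 min at RT with compound (up to 57.5 uM final), then substrate plus GAPDH/TPI/NAD/arsenate coupling and diaphorase/resazurin added. Fluorescence read after 20 min at RT, 525/598 nm.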
# AmpC inh detg: blocks E. coli AmpC beta-lactamase in detergent assay; P00811; 370,000 compounds, 0.041% hits; AID 485294; Potency, µM (doses to about 114 µM), without a hit: at the highest dose activity change, negative = inhibition, hits mostly inhibitors; AmpC hydrolysis of nitrocefin, absorbance 480 nm, 0.01% Triton;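 note: potency is the fitted concentration of half-maximal effect; 0% = no-compound wells and -100% = no-enzyme wells; nearly all actives have a fitted effect of over 25% in size; some results filed as inactive show a strong effect at the top dose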
#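 20 mM phosphate pH 7.0 + 0.01% (detergent screen) or 0.0001% Triton X-100; 5.3 nM AmpC reagent; cpd preinc 15 min RT; nitrocefin (800 uM stock) to start; A480 q20 s × 4 min; Activity was normalised to no-enzyme and no-compound control wells.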
# Starred values were filed as active, the others as inactive; u = inconclusive; x = not tested or not shown; [ ] = remark or other dose. Unless noted, calls come from the whole dose curve; as a rule, active = well fitted curve in the direction sought with a large enough effect; inconclusive = small, poorly fitted or top-dose-only effect, or another doubt; inactive = no such curve, though single readings can be large; an effect the other way counts as inactive or inconclusive. Unless noted, % is set by controls: 0 for no effect and ±100 for the full control effect. Outcome played no part in choosing rows; any-hit rate near 7.8%.
SMILES,Sm TGR block,AMA1 RON2 block,HCMV antiviral,AmpC no deterg,Giardia FBPA inh,AmpC inh detg
CCC(NC(=O)COc1ccc([N+](=O)[O-])cc1)c1ccccc1 (centres undefined),-27.2%,x,x,-15.1%,7.4%,-0.1%
Cc1onc(-c2c(F)cccc2Cl)c1C(=O)OCC(=O)NC(N)=O,8.5%,8.7%,-17.6,134.5%[activator],2.9%,1.6%
O=C(NCCc1ccc(F)cc1)NC12CC3CC(CC(C3)C1)C2,-1.9%,-7.9%,138.1,-38.4%,7.1%,-9.2%
OCCn1c(CSc2nc3ccccc3n2CCO)nc2ccccc21,8.9%,11.0%,-4.7,-25.5%,-10.7%,u
S=c1[nH]nc(CN2CCCC2)n1Cc1ccccc1,0.3%,17.0%,-22.3,-16.4%,-5.6%,-1.9%
COc1ccc(Nc2nnc(-c3ccccc3)c3ccccc23)cc1C(=O)N1CCCCC1,-4.6%,11.0%,-9.8,90.8%[activator],1.4%,u
Cc1cc(C(=O)NC(C)CCc2ccccc2)ccc1[N+](=O)[O-] (centres undefined),13.5%,-0.7%,-11.8,-22.0%,2.0%,-14.2%
CN(C(=O)COC(=O)c1cc2c(s1)CCCCC2)C1CCS(=O)(=O)C1 (centres undefined),5.4%,5.7%,51.1,46.0%,x,-13.1%
CC(=O)C(Cc1ccccc1)NC(=O)CN(C)Cc1ccccc1Cl (centres undefined),-1.2%,3.2%,-27.4,126.7%[activator],6.0%,u
O=C(NCCc1ccc(Cl)cc1)C1CCC(=O)N1Cc1ccc(F)cc1 (centres undefined),-12.9%,-6.4%,-23.4,28.4%,1.7%,u
CCOc1ccc(NC(=O)C2Cc3ccccc3CN2S(=O)(=O)CC)cc1 (centres undefined),-9.5%,0.9%,46.3,-15.8%,-2.6%,-1.0%
O=[N+]([O-])c1cccc(/C=C/c2nc(C=Nc3ccc4ccccc4c3)c(O)o2)c1,0.9%,4.1%,-12.9,-17.0%,0.3%,1.1%
Cc1ccc([N+](=O)[O-])cc1NC(=O)C[n+]1ccccc1,x,9.1%,-28.7,-26.0%,0.0%,0.9%
N#Cc1c(-c2ccccc2)cc(-c2ccccc2)nc1SCCC(=O)O,-1.0%,-7.2%,-23.1,-30.3%,20.1%,u
Cc1ccc(Cl)cc1N1CCN(C(=O)c2cc(S(=O)(=O)N3CCCC3)cn2C)CC1,1.6%,x,4.3,x,x,19.5%
O=C(NC1CCCCC1)C(c1ccc(F)cc1)N(Cc1ccco1)C(=O)Cn1nnc2ccccc21 (centres undefined),-20.5%,-2.1%,1.6,-16.5%,1.0%,2.2%
COCCCNC(=O)CNC(=O)c1nn(-c2ccc(OC)cc2OC)c(=O)c2ccccc12,-13.2%,5.5%,-7.7,-5.0%,14.6%,-9.5%
CCCCN(C(=O)C1CCN(C(=O)c2ccccc2C)CC1)c1c(N)n(CCC)c(=O)[nH]c1=O,-0.4%,0.0%,-5.6,-5.3%,x,0.0%
CC(C)CNC(=O)COC(=O)CCC(=O)c1ccc(Cl)cc1,3.4%,-2.4%,-32.2,3.1%,0.8%,5.9%
CCCc1nc2oc3ccccc3c(=O)c2c(=O)n1-c1ccc(C)cc1,8.0%,12.3%,107.8,-26.8%,-4.0%,7.3%
O=C(Oc1ccc2ccccc2c1Cl)N1CCCC1,-6.0%,-17.0%,u,7.1%,-3.5%,u
CC(C)(C)OC(=O)NCCCC[C@H](NC(=O)c1nc[nH]c1C(=O)N[C@@H](CCCCNC(=O)OC(C)(C)C)C(=O)OC(C)(C)C)C(=O)OC(C)(C)C,-1.6%,139.2%[activator],u,117.3%[activator],-15.9%,-8.5%
CCOc1ccc(NC(=O)CCn2c(-c3ccc(F)cc3)cc(C(C)=O)c2C)cc1,10.3%,x,u,x,x,7.0%
O=C(N/N=C/c1cc2c(cc1[N+](=O)[O-])OCO2)c1cccnc1,-1.7%,-26.5%,-6.5,-12.9%,-8.2%,10.2%
O=C(Cn1nnc(-c2ccccc2)n1)NNC(=O)c1cccc([N+](=O)[O-])c1,3.5%,74.8%[activator],-23.8,-27.5%,3.0%,-5.5%
COc1ccc(C(=O)Oc2ccc(/C=N/NC(=O)c3ccccc3OC)cc2[N+](=O)[O-])cc1,-1.9%,-3.8%,65.6,-7.5%,0.7%,0.1%
C[C@H](CO)N1C[C@H](C)[C@@H](CN(C)C(=O)Nc2ccc3c(c2)OCO3)Oc2ccc(NS(=O)(=O)c3cn(C)cn3)cc2C1=O,x,-3.4%,-9.3,-8.5%,x,x
COc1ccc(-n2c(C)cc(/C=C3/SC(=O)N(CC(=O)N4CCOCC4)C3=O)c2C)cc1,-30.6%,5.6%,26.7,-2.7%,u,-1.7%
N#Cc1ccccc1OCC(=O)OCC(=O)NC1CCS(=O)(=O)C1 (centres undefined),-2.6%,1.0%,50.6,-12.1%,x,u
Cc1ccc(OCC(=O)N(Cc2ccc(N(C)C)cc2)C2CCS(=O)(=O)C2)cc1C (centres undefined),-2.3%,-4.9%,-3.6,90.3%[activator],3.3%,-9.0%

# Quoted at random: 4 entries already listed
SMILES,Sm TGR block,AMA1 RON2 block,HCMV antiviral,AmpC no deterg,Giardia FBPA inh,AmpC inh detg
CC(C)(C)OC(=O)NCCCC[C@H](NC(=O)c1nc[nH]c1C(=O)N[C@@H](CCCCNC(=O)OC(C)(C)C)C(=O)OC(C)(C)C)C(=O)OC(C)(C)C,-1.6%,139.2%[activator],u,117.3%[activator],-15.9%,-8.5%
C[C@H](CO)N1C[C@H](C)[C@@H](CN(C)C(=O)Nc2ccc3c(c2)OCO3)Oc2ccc(NS(=O)(=O)c3cn(C)cn3)cc2C1=O,x,-3.4%,-9.3,-8.5%,x,x
Cc1ccc(OCC(=O)N(Cc2ccc(N(C)C)cc2)C2CCS(=O)(=O)C2)cc1C (centres undefined),-2.3%,-4.9%,-3.6,90.3%[activator],3.3%,-9.0%
O=C(Cn1nnc(-c2ccccc2)n1)NNC(=O)c1cccc([N+](=O)[O-])c1,3.5%,74.8%[activator],-23.8,-27.5%,3.0%,-5.5%

# The results go on.
SMILES,Sm TGR block,AMA1 RON2 block,HCMV antiviral,AmpC no deterg,Giardia FBPA inh,AmpC inh detg
CCc1ccccc1NC(=O)CSc1nc2c(c(=O)[nH]1)CN(Cc1ccccc1OC)CC2,-2.3%,x,7.4,x,x,12.8%
CCc1c(C)sc(NC(=S)Nc2nc(C)cc(C)n2)c1C(=O)OC,-18.2%,-19.7%,-21.1,-1.9%[2.29 µM],-0.4%,-0.5%
O=C1CNC(=O)/C1=C\c1ccc(O)cc1,-15.7%,-0.9%,28.8,-12.6%,0.3%,-13.8%
Cc1noc(NS(=O)(=O)c2ccc(NC(=O)COc3ccc(Cl)cc3Cl)cc2)c1C,-3.0%,-14.6%,11.9,-26.7%,26.5%,-4.2%
O=C(CO/N=C/c1ccc(Cl)cc1Cl)NNC(=O)c1cccc(Cl)c1,-0.2%,66.5%[activator],u,-19.1%,6.6%,-6.1%
Cc1ccc(C(=O)N2CCN(c3ccc(NC(=O)c4cc(C)cc(C)c4)cc3)CC2)cc1,-23.3%,6.6%,-34.1,-16.9%,x,-6.5%
Cc1cc(C)n(S(=O)(=O)c2ccc(C)c(C)c2)n1,5.6%,-2.4%,-2.9,-7.8%,-21.8%,1.1%
Cc1[nH]n(-c2ncc(-c3ccccc3)s2)c(=O)c1C(c1ccc(Cl)cc1)C(C#N)C#N (centres undefined),u,8.3%,-1.6,31.6µM*,14.4%,-11.9%
NC(C(=O)O)C1CC(Cl)=NO1 (centres undefined),-2.7%,x,x,-17.2%,1.5%,-10.0%
O=C(CN(C1CCCCC1)S(=O)(=O)c1ccc(Cl)cc1)NCCCO,-1.3%,5.0%,14.2,32.9%,4.7%,-18.6%
CCCc1[nH]c(=O)c(C#N)c2c1CCCC2,6.2%,29.5%,-11.4,-3.7%,2.1%,-13.1%
C=CCn1c(SCC(=O)c2c(N)n(C3CC3)c(=O)[nH]c2=O)nnc1-c1ccccc1OC,-8.1%,-3.3%,35.9,-12.8%,x,-3.1%
COc1ccc(OC)c(C2=CC(=O)C[C@H](c3ccc4c(c3)OCO4)C2)c1,-7.9%,u,-31.2,-14.9%,x,-2.5%
O=C(CN(Cc1ccccc1)S(=O)(=O)c1ccccc1)N/N=C/c1ccc2c(c1)OCO2,1.5%,-0.9%,-28.6,-31.9%,-1.0%,-12.8%
COc1ccc(N2C(S)=C(C#N)C(=O)NC2c2ccco2)cc1 (centres undefined),-3.4%,4.3%,-34.8,-5.9%,u,-0.9%
CC(c1ccccc1)N(C)C(=O)CSc1nnc(C2CC2)n1C1CC1 (centres undefined),-4.7%,3.6%,-10.5,1.4%,x,2.8%
N#Cc1c(N)nc(-c2ccccc2)nc1-c1ccccc1,0.0%,11.1%,-35.2,-44.5%,3.2%,-11.2%
COc1ccc(-c2nc(SCc3ccccc3)n(S(C)(=O)=O)n2)cc1,-21.8%,4.6%,35.8,-8.6%,-0.9%,u
O=c1c(N2CCN(c3ccc(F)cc3)CC2)csc2ccc(F)cc12,-3.9%,x,-8.4,x,x,18.1%
COc1ccc(S(=O)(=O)NC(CC(=O)NC2CCCC2)c2ccco2)cc1 (centres undefined),-0.7%,7.4%,-17.6,64.8%[activator],1.8%,1.4%
COc1cccc(N2CCN(C(=O)Cn3c(-c4cccs4)cc4ccccc43)CC2)c1,-4.5%,x,1.5,x,x,0.9%
Cc1cccc(N/N=C(\C#N)S(=O)(=O)C(C)(C)C)c1,-2.5%,3.1%,8.1,-19.6%,-8.2%,-5.0%
O=[N+]([O-])c1ccc(S(=O)(=O)Nc2nnc(C(F)(F)F)s2)cc1,14.1µM*,-14.1%,14.6,-22.8%,-8.2%,4.3%
COc1ccc(C(=O)NCC(=O)OCC(=O)NC2CCCC2)cc1,9.9%,7.7%,20.0,-9.0%,0.9%,-5.5%
CCOC(=O)c1ccc(NC(=O)/C(C#N)=C/c2ccc(OC)cc2)cc1,6.2%,x,19.1,x,x,12.3%
N#Cc1ccccc1NC(=O)COC(=O)c1ccc2c(c1)OCO2,0.4%,1.0%,7.8,-42.0%,x,-4.1%
CCOc1ncccc1C(=O)N1CCN(S(=O)(=O)c2ccc(Br)cc2Cl)CC1,5.9%,-16.4%,0.4,-16.8%,-2.8%,-7.4%
CCOC(=O)c1c(C)[nH]c(C)c1C(=O)CSc1nnnn1-c1ccccc1,u,-19.5%,-0.4,-13.4%,-2.0%,u
C=CCc1cccc(C=Nc2cc(Br)ccc2O)c1O,-26.7%,-5.2%,-27.8,-31.0%,-23.3%,-3.5%
Cc1cccc(C)c1OCc1n[nH]c(=S)n1-c1ccccc1,13.3%,83.3%[activator],u,-24.3%,4.9%,-4.0%
COCCCNC(=O)Cn1c(=O)n(CC(=O)N2CCCCC2)c(=O)c2sccc21,-11.5%,11.6%,-25.1,1.8%,x,1.2%
CCCCN(CC)CCNC(=O)c1[nH]c(C)c(C(C)=O)c1C,0.0%,-9.1%,30.0,-18.6%,3.5%,4.1%
